# APOBEC3A inh: APOBEC3A ssDNA deaminase inhibitors, primary screen, selectivity assay for APOBEC3G inhibitor project, biochemical, FAM/TAMRA oligo cleavage fluorescence. DNA dC->dU-editing enzyme APOBEC-3A (Homo sapiens), P31941. recombinant A3A, FAM/TAMRA ssDNA deamination fluorescence. inhibition, % at 20 µM. 330,000 compounds, 0.41% hits. AID 493011, 2011;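 active = at least 40% inhibition at 20 µM here, with at most 30% in a related deaminase screen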;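 also: plate controls were A3A with DMSO for no effect and wells lacking A3A enzyme for full effect; some results filed as inactive read as strong as hits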
# APOBEC3G inh: APOBEC3G DNA deaminase inhibitors, primary screen, biochemical, fluorescence, single-stranded DNA substrate, uHTS; 330,000 compounds, 0.28% hits; inhibition, % at 20 µM; recombinant A3G, ssDNA deamination FAM/TAMRA fluorescence;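 active = inhibition of at least 40% at 20 µM, with no more than 30% in the related APOBEC3A deaminase screen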;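 also: plate controls were DMSO wells with A3G for no effect and wells lacking A3G enzyme for full effect; some compounds called inactive have numbers as strong as hits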
# Target sequence (Q9HC16 whole entry, looked up): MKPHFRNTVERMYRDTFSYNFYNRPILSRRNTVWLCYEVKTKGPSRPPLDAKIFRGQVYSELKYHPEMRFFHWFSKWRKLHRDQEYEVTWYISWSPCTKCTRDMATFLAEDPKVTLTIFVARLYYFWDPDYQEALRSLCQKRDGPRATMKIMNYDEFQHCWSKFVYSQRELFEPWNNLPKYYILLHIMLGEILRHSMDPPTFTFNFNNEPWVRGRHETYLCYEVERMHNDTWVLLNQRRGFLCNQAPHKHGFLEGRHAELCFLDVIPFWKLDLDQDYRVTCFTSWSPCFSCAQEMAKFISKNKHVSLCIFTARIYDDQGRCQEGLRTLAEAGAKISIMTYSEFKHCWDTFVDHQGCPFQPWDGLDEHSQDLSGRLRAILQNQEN
# mIAP act: activators of mouse IAP, primary screen, biochemical, luminescence, uHTS | muIAP, CDP-Star luminescence, 30 min; stronger effect = higher value; 1 = vehicle-only enzyme signal, 0 = enzyme-free wells | intestinal alkaline phosphatase [Mus musculus] | AID 2805, 2010 | 330,000 compounds, 0.24% hits | activation factor at 10 µM;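 active = activation factor of at least 2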; also: the source names both 10 and 20 µM as test concentration; values of inactives mirror those of a sister screen read the other way
#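 also added = chemiluminescent substrate CDP-Star | test system = mouse IAP enzyme | signal = chemiluminescence readout | compound = DMSO-dissolved test compounds | incubation = 30 min at room temperature | benchmarks = DMSO wells, no-enzyme wells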
# hIAP act: human IAP activators, primary screen, biochemical, luminescence, uHTS; purified human IAP, CDP-Star luminescence, 30 min; stronger effect = higher value; 1 = vehicle-only enzyme, 0 = enzyme-free background; 330,000 compounds, 0.16% hits; Intestinal-type alkaline phosphatase (Homo sapiens), P09923; activation factor at 10 µM;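 active = activation factor of the enzyme at least 2-fold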; also: the source names both 10 and 20 µM as test concentration; values of inactives mirror those of a sister screen read the other way
# Target sequence (P09923 whole entry, looked up): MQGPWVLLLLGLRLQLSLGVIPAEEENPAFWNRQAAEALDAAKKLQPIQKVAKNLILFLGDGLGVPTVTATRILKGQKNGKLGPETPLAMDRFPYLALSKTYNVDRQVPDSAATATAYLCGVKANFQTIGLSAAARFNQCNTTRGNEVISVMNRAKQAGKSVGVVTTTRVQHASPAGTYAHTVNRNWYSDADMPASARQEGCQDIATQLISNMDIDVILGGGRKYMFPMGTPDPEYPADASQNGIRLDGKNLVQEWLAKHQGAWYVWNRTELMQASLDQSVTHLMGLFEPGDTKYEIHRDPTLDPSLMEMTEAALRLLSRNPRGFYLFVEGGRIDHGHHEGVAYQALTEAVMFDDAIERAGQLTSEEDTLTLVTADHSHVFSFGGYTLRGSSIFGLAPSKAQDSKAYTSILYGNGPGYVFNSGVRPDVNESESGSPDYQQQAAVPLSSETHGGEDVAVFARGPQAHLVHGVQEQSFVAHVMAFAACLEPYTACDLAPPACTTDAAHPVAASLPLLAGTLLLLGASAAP
# GRIN3A LBD mod: binders of NR3A ligand-binding domain, primary screen, biophysical, differential scanning fluorimetry, uHTS; Glutamate receptor ionotropic, NMDA 3A (GRIN3A) ligand-binding domain; NR3A LBD differential scanning fluorimetry, Tm shift; 0% = protein alone, 100% = glycine-bound protein; Tm shift relative to glycine control, % at 25 µM; 340,000 compounds, 2.5% hits;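 active = melting temperature shift of at least 10% of the positive control shift, at one fixed dose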
# beta cell repl: inducers of MIN6 beta-cell proliferation, primary screen, ATP luminescence, uHTS. AID 2380, 2010. proliferation, % at 10 µM. 330,000 compounds, 0.29% hits. MIN6 cells proliferation, ATPlite luminescence, 48 h; cells starved in 0.2% serum; 100% = growth in 10% serum;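 active = compounds whose signal lies at least 3.5 SD above the mean of all wells on their plate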;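 also: 0% = DMSO-treated cells in low-serum medium and 100% = 10% serum control; some compounds called inactive have numbers as strong as hits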
# hIAP block: human IAP inhibitors, primary screen, biochemical, luminescence, uHTS; 330,000 compounds, 0.12% hits; inhibition, % at 10 µM; AID 2544, 2010; purified IAP, CDP-Star luminescence, 30 min;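 active = inhibition reaching a set limit with compound at 10 µM in the primary screen, cut at about 35% in these data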;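 also: plate controls were DMSO wells with enzyme for no effect and no-enzyme buffer wells for full effect; values of inactives mirror those of a sister screen read the other way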
# MPTP inh: mitochondrial permeability transition pore inhibitors, primary screen, biochemical, isolated mouse mitochondria, absorbance | Ca2+ swelling absorbance, 30 min | inhibition, % at 10 µM | 360,000 compounds, 1.4% hits | AID 602449, 2012;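 active = inhibition of 50% or more, scaled per plate between neutral and stimulator controls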;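 also: 0% = DMSO wells given calcium and 100% = 1 mM EGTA wells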
# mIAP inh: inhibitors of mouse IAP, primary screen, biochemical, luminescence, uHTS | intestinal alkaline phosphatase [Mus musculus] | inhibition, % at 10 µM | purified mouse IAP, CDP-Star luminescence, 30 min | AID 2806, 2010 | 330,000 compounds, 0.2% hits;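 active = inhibition of at least 40% at 10 µM in the primary screen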;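 also: plate controls were DMSO with enzyme for no effect and no enzyme wells for full effect; values of inactives mirror those of a sister screen read the other way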
# * = called active by the depositor. An unsorted share of the library, and some 5% of all compounds hit somewhere here.
SMILES	APOBEC3G inh	beta cell repl	GRIN3A LBD mod	mIAP inh	mIAP act	hIAP block	APOBEC3A inh	hIAP act	MPTP inh
CC(NC(=O)CN(c1cccc(C(F)(F)F)c1)S(=O)(=O)c1ccc(Cl)c([N+](=O)[O-])c1)c1ccccc1 (centres undefined)	-2	-5	-2	-6	1.1	4	0	0.96	35
Cc1nonc1N1CCN(Cc2cn[nH]c2-c2ccc3c(c2)OCO3)CC1	-4	2	3	8	0.92	18	-2	0.81	-0.9
COc1cccc(CNC(=O)COC(=O)CCc2cc(OC)c(OC)c(OC)c2)c1	-4	-3	2	-12	1.1	7	0	0.93	-0.5
CCCCCN(C(=O)CCC(=O)OCc1ccc(Cl)cc1Cl)c1c(N)n(CCCC)c(=O)[nH]c1=O	-5	-5	-3	-16	1.2	-12	3	1.1	-1.6
CCOC(=O)C1(CC2CCCCO2)CCN(S(=O)(=O)c2ccsc2)CC1 (centres undefined)	12	-4	2	0	0.99	-15	0	1.1	-1.7
COc1ccc(C)cc1NC(=O)CN(C)S(=O)(=O)c1ccc2c(c1)n(C)c(=O)c(=O)n2C	-6	-2	5	0	1	7	-3	0.93	-1.6
Cc1cc(S(=O)(=O)N(Cc2cccs2)Cc2ccccc2F)ccc1-n1cnnn1	2	-1	-1	12	0.88	-1	5	1	3.3
COc1ccccc1/C=c1\sc2nc(-c3ccco3)nn2c1=O	77	-2	2	42*	0.58	22	98	0.78	-1.9
CCOc1ccc(C2NC(=O)NC(C)=C2[N+](=O)[O-])cc1OC (centres undefined)	-9	0	0	-8	1.1	1	-8	0.99	3.4
CCCn1c(=O)c(C(=O)NCc2ccccc2OC)c(O)c2ccccc21	-2	1	-1	-8	1.1	-21	5	1.2	-2.9
CCS(=O)(=O)N1Cc2ccccc2CC1C(=O)NC(C)C12CC3CC(CC(C3)C1)C2 (centres undefined)	2	-2	2	2	0.98	-2	4	1	-10
CCCCC1=CC2=C(c3ccco3)C(=O)C(C)(OC(=O)c3ccc(OC)cc3)C(=O)C2=CN1CCCCO (centres undefined)	-7	0	-3	-1	1	12	3	0.88	-1.5
O=C(/C=C/c1ccccc1Cl)Nc1ccncc1	-6	-3	7	4	0.96	-8	-17	1.1	-0.5
Cc1ccc(C(=O)CSC2=C(C#N)C(c3ccco3)CC(=O)N2)c(C)c1 (centres undefined)	12	-1	-4	5	0.95	8	35	0.92	7.0
CCC(C)[C@H](NC(=O)NCc1cccc(OC)c1)C(=O)OC (some centres undefined)	-4	1	2	-4	1	6	-1	0.94	-2.6
Cc1ccc(-c2nnc(SCC(=O)CC(=O)Nc3ccccc3)n2-c2ccccc2)cc1	-7	-5	-3	0	1	-3	-5	1	7.7
CC(C)(C)c1ccc(OCC(=O)NNC(=S)NC(=O)c2ccco2)c(Br)c1	3	-7	-2	10	0.9	-57	-6	1.6	4.2
C[C@H]1CC[C@@]2(O[C@H](CCO)C[C@H](O)[C@H]2O)O1	-2	-2	1	4	0.96	3	0	0.97	-0.6
Nc1cc(S(=O)(=O)N2CCOCC2)ccc1N1CCCCC1	39	-4	1	16	0.83	4	-2	0.96	-4.2
O=C(O)Cn1c(O)c(C2=c3ccccc3=NC2=O)sc1=O	-1	-6	3	6	0.94	-3	1	1	-0.6
N/C(=N/OC(=O)c1ccccc1F)c1nonc1N	-3	-4	0	-7	1.1	-1	4	1	1.3
NC(=O)CC(NC(=O)Cc1ccc(Br)cc1)c1ccc(NCc2ccc(F)cc2)c([N+](=O)[O-])c1 (centres undefined)	-10	-5	-2	4	0.96	6	-2	0.94	-1.7
Cc1ccc(S(=O)(=O)Nc2ccc3c(c2)OCCO3)cc1C	2	0	-2	-3	1	5	7	0.95	0.1
O=C(c1ccccc1)N1CCCc2ccccc21	-5	0	-2	1	0.99	-4	-4	1	1.9
O=C(CCn1c(=O)[nH]c2ccsc2c1=O)NCc1ccc(F)cc1	-6	0	0	-4	1	-5	1	1	1.3

# Reprinted from above (5 entries):
SMILES	APOBEC3G inh	beta cell repl	GRIN3A LBD mod	mIAP inh	mIAP act	hIAP block	APOBEC3A inh	hIAP act	MPTP inh
Cc1ccc(-c2nnc(SCC(=O)CC(=O)Nc3ccccc3)n2-c2ccccc2)cc1	-7	-5	-3	0	1	-3	-5	1	7.7
CC(C)(C)c1ccc(OCC(=O)NNC(=S)NC(=O)c2ccco2)c(Br)c1	3	-7	-2	10	0.9	-57	-6	1.6	4.2
C[C@H]1CC[C@@]2(O[C@H](CCO)C[C@H](O)[C@H]2O)O1	-2	-2	1	4	0.96	3	0	0.97	-0.6
Nc1cc(S(=O)(=O)N2CCOCC2)ccc1N1CCCCC1	39	-4	1	16	0.83	4	-2	0.96	-4.2
O=C(O)Cn1c(O)c(C2=c3ccccc3=NC2=O)sc1=O	-1	-6	3	6	0.94	-3	1	1	-0.6

# Continued.
SMILES	APOBEC3G inh	beta cell repl	GRIN3A LBD mod	mIAP inh	mIAP act	hIAP block	APOBEC3A inh	hIAP act	MPTP inh
CC(C)(Cc1ccc(O)cc1)NC(=O)CC(=O)N=Nc1c(O)[nH]c2ccc(Br)cc12	5	-4	-6	-3	1	-17	1	1.2	-0.7
CCOC(=O)c1c(-c2ccccc2)oc2ccc(O)c(CN3CCCC3)c12	-1	-6	1	8	0.92	20	3	0.81	8.5
Cc1nc(N)c2c(Cc3cccc4ccccc34)nn(C(C)(C)C)c2n1	15	-7	-22	3	0.97	-14	1	1.1	-0.4
COc1ccc(/C=C(/NC(=O)c2ccc(OC)c(OC)c2)C(=O)NCCc2c[nH]c3ccccc23)cc1	2	0	1	7	0.93	4	2	0.96	0.9
CCOC(=O)c1ccccc1NC(=O)COC(=O)CCCOc1ccccc1	-5	1	3	9	0.91	5	-2	0.95	-0.5
Cc1noc(C)c1COc1ccc(C(=O)OCC(=O)NC2CCCCC2C)cc1 (centres undefined)	-3	1	-4	-6	1.1	0	-2	1	-3.5
CCCCOC(=O)C1CN(c2ccccc2)N=C1C(C)=O (centres undefined)	-10	-2	0	-1	1	-29	-4	1.3	-0.4
COc1ccc(NC(=S)NC(=O)C2CCCCC2)cc1	0	-6	2	-5	1	-23	-1	1.2	0.7
COc1cc(C(=O)NCCC(=O)N2CCCCC2)cc(OC)c1OC	-8	-2	2	10	0.9	6	-2	0.94	1.1
CC1(C)CC(=O)C2=C(C1)N(c1ccc(Cl)cc1)C(=O)C2(O)C(F)(F)F (centres undefined)	-3	-2	1	-13	1.1	-5	3	1.1	7.1
C=CCn1c(SCc2c(F)cccc2Cl)nnc1-c1ccco1	-4	-4	-3	-6	1.1	6	0	0.94	3.8
O=C(Nc1ccc(Cl)cc1)OCCn1nnnc1C(c1ccccc1Cl)N1CCOCC1 (centres undefined)	-2	-4	-5	-4	1	-3	1	1	72*
CCC(=O)c1ccc(-c2ccccc2)cc1	0	-4	0	-9	1.1	2	2	0.98	2.2
CCOc1ccc(NC(=O)CCC(=O)N/N=C2\CCCc3ccccc32)cc1	-5	-4	0	6	0.94	-8	-2	1.1	-0.7
Cn1c(C(=O)N[C@@H](Cc2ccccc2)C(=O)NCCC(=O)O)cc2cc(Cl)ccc21	-10	0	0	6	0.94	1	-3	0.99	0.0
COc1ccc(N2CCN(C(=O)COC(=O)c3cccc(S(=O)(=O)Nc4ccccc4OC)c3)CC2)cc1	-6	-2	1	5	0.95	9	2	0.91	0.2
O=C(CCCNc1ccccc1)N/N=C/c1cccs1	1	-1	-1	8	0.92	13	-2	0.87	0.1
COC(=O)c1ccc(N/C=C/C(=O)c2ccccc2)cc1	-5	-4	1	3	0.97	-16	-3	1.2	-1.6
CSc1ccc(S(=O)(=O)NCC(=O)OCC(=O)NCCc2ccccc2)cc1[N+](=O)[O-]	-6	0	-8	-2	1	-1	3	1	0.3
CCC(C)(C)NC(=O)C(c1ccc(O)cc1)N(Cc1ccco1)C(=O)CCC(=O)Nc1ccccn1 (centres undefined)	-3	-2	-3	-12	1.1	-19	-4	1.2	0.5
O=C(NCc1cccnc1)c1cccnc1-c1nc2ccccc2s1	1	1	4	-3	1	3	3	0.97	1.5
CCn1c(NCc2cc(Cl)ccc2O)nc2ccccc21	3	-5	-4	-18	1.2	-19	3	1.2	3.4
CN(CCC#N)C(=S)Nc1ccc(F)cc1	-6	2	1	-4	1	-6	-4	1.1	1.6
CCN1CCN(C(=O)CN(C)S(=O)(=O)c2ccc(OC)c(C)c2)CC1	-4	0	-3	-4	1	15	6	0.85	-0.4
CCOC(=O)CN(C(=O)COc1nc(C)cc(C)c1C#N)c1ccc(F)cc1	-15	-3	-1	-6	1.1	-7	-3	1.1	3.7
CCOC(=O)C1CC(=O)c2cc(OC)c(OC)cc2C1 (centres undefined)	-12	-1	0	6	0.94	11	-5	0.89	-0.6
O=C(NCc1ccncc1)c1ccc(Br)o1	-8	-3	1	3	0.97	8	-2	0.92	-0.3
N#CCc1c(C#N)c(N)nc(N2CCCC(O)C2)c1C#N (centres undefined)	-1	-2	1	-1	1	-8	2	1.1	0.9
CSc1nsc(SCC(=O)Nc2cc(C(=O)O)ccc2C)n1	-5	-4	1	13	0.87	-43	-4	1.4	-0.5
COCCCn1c(=O)cc(C)[nH]c1=S	1	-2	1	-1	1	2	-2	0.98	-0.9
CCOc1ccc(N2CC(C(=O)Nc3c(C)n(C)n(-c4ccccc4)c3=O)CC2=O)cc1 (centres undefined)	5	2	0	-6	1.1	-3	3	1	-0.7
COc1ccc(Cl)cc1NC(=O)CN(C)CC(=O)NC(C)c1ccccc1 (centres undefined)	-2	4	-1	7	0.93	-8	-1	1.1	-0.2
O=C(Cc1ccc(Cl)cc1)N1CCOCC1	-2	-1	-1	6	0.94	-24	0	1.2	-1.4
CCN1CCN(C(=O)N[C@@H](C(=O)N[C@@H]2C(=O)N3C(C(=O)O)=C(CSc4nnnn4C)CS[C@H]23)c2ccc(O)cc2)C(=O)C1=O	-5	1	5	4	0.96	-8	0	1.1	3.8
Cc1ccc(NC(=O)CNCC2CCCCC2)cc1S(=O)(=O)N(C)C	-6	-1	0	-14	1.1	-26	-3	1.3	0.8
Cc1cc(C)n(/N=C/c2ccc(C(C)C)cc2)c(=O)c1C#N	-11	1	0	-10	1.1	-2	-7	1	-2.3
CN(C)S(=O)(=O)Nc1ccc(Oc2ccccc2)cc1	-3	0	0	5	0.95	-3	0	1	1.2
